Screening results from PubChem BioAssay.
ABCG2 block = blocks JC-1 efflux by human ABCG2 transporter. Q9UNQ0. IgMXP3 cells, flow cytometry. inhibition, % at 6.6 µM. 190,000 tested, 0.1% active. AID 1325;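 active = inhibition above 80%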;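 note: 0% = DMSO and 100% = nicardipine control wells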
Target sequence (Q9UNQ0 whole entry, looked up): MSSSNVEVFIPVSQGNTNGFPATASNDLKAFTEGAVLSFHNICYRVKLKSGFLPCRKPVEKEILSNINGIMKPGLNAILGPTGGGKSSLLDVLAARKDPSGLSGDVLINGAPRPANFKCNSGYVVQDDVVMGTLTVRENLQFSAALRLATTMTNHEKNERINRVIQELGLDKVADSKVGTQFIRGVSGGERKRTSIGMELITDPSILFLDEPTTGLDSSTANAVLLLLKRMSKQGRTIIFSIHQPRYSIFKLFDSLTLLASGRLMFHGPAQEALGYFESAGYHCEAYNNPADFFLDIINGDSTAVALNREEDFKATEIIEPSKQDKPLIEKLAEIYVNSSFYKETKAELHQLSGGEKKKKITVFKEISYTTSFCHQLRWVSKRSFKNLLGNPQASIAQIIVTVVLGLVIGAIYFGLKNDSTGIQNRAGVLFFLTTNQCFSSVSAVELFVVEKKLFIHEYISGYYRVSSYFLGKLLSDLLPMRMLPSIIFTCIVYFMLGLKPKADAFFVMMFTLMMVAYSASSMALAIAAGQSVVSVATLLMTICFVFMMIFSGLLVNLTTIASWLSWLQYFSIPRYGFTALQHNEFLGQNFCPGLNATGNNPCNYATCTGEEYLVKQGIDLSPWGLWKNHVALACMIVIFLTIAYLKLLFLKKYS
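Test system: IgMXP3 (ABCG2) plus far-red-tagged CCRF-Adr (ABCB1) cells / Amount: 3 million cells/mL in well / Reagent: JC-1 transporter substrate / Timing: 10 min compound exposure, 25 °C / Signal: flow cytometry, 530 nm JC-1 signal / Read-out: percent efflux inhibition, scaled nicardipine 100% to DMSO 0% / Benchmarks: nicardipine as high control, DMSO as low control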
ABCB1 inh = inhibitors of human ABCB1 transporter, ABCG2 counter-screen; P08183; CCRF-Adr cells, JC-1 efflux, flow cytometry; inhibition, % at 6.6 µM; 190,000 tested, 0.067% active; AID 1326; in the data active = inhibition above about 40%;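 note: 0% = vehicle and 100% = reference inhibitor; higher value means more JC-1 retained so stronger ABCB1 efflux block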
Bfl-1 Bim block = disrupts Bim binding to human Bfl-1; Q16548; Bead-based flow cytometry, Bim-Bfl-1 binding inhibition; inhibition, % at 10 µM; 190,000 tested, 0.12% active;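 note: 0% = wells without compound plus tracer and 100% = blocker peptide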
RGS4-Gao reg = modulates binding of RGS4 to human Galphao; P09471; Multiplexed bead flow cytometry; actives lie on both sides; binding response (% of control), % at 10 µM; 220,000 tested, 0.33% active; in the data active = binding response below about 49% or above about 150%; inactive = in between;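 note: fluorescent Galphao activated with aluminum fluoride binding bead-coupled RGS4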
Bcl-W Bim block = disrupts Bim peptide binding to human Bcl-W; Q92843; bead-based flow cytometry; inhibition, % at 10 µM; 190,000 tested, 0.02% active; AID 952;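 note: 0% = bound tracer without compound and 100% = peptide blocker; higher means less fluorescent Bim peptide bound to Bcl-W beads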
Bcl-XL Bim block = disrupts Bim peptide binding to human Bcl-XL; bead flow cytometry, fluorescence; inhibition, % at 10 µM; 190,000 tested, 0.04% active; AID 1007
RGS8-Gao = human RGS8-Galphao interaction regulation | 220,000 tested, 0.34% active | multiplexed bead flow cytometry, RGS8-Galphao binding; actives lie on both sides | response (percent of control binding), % at 10 µM | P09471; in the data active = response below about 60% or above about 140%; inactive = in between;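 note: Galphao activated as the GDP aluminium fluoride complex binding bead-coupled RGS8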
Bcl-B Bim block = human Bim-Bcl-B interaction inhibition; inhibition, % at 10 µM; Q9HD36; bead-based flow cytometry, Bim peptide-Bcl-B binding; 190,000 tested, 0.073% active;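 note: 0% = tracer peptide without compound and 100% = reference inhibitor peptide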
Mcl-1 Bim block = disrupts Bim peptide binding to human Mcl-1. 190,000 tested, 0.1% active. AID 1009. Bead-based flow cytometry, Bim peptide-Mcl-1 binding. inhibition, % at 10 µM;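 note: 0% = no compound tracer wells and 100% = peptide blocker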
Bim-Bcl-2 = human Bim-Bcl-2 interaction inhibition; Bead-based flow cytometry, Bim peptide-Bcl-2 binding; 190,000 tested, 0.06% active; P10415; AID 950; inhibition, % at 10 µM; in the data active = inhibition above about 40%; inconclusive = no clear call, values can overlap the other calls;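 note: 0% = no compound wells with probe peptide and 100% = reference peptide inhibitor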
Target sequence (P10415 whole entry, looked up): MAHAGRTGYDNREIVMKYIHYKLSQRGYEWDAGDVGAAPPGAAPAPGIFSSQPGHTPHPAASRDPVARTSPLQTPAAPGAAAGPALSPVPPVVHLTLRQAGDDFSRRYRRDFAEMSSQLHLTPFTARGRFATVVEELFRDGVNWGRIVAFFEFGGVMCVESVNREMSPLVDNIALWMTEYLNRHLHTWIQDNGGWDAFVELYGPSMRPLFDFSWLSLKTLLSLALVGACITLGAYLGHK
RGS7-Gao = regulators of human RGS7-Galphao interaction; AID 1439; 220,000 tested, 0.35% active; binding response (% of control), % at 10 µM; P09471; Multiplexed bead flow cytometry, RGS7-Galphao binding; actives lie on both sides; in the data active = binding response below about 49% or above about 150%; inconclusive = no clear call, values can overlap the other calls; inactive = in between;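 note: fluorescent Galphao held in activated GDP-AlF4 state binding bead-coupled RGS7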
* = called active by the depositor; ? = inconclusive. Cut-off read from the data, not from the text of the source, unless noted: active = inhibition above about 40%.

SMILES,ABCG2 block,ABCB1 inh,Bfl-1 Bim block,RGS4-Gao reg,Bcl-W Bim block,Bcl-XL Bim block,RGS8-Gao,Bcl-B Bim block,Mcl-1 Bim block,Bim-Bcl-2,RGS7-Gao
Cn1ccc(-c2cc(C(=O)O)c3ccccc3n2)n1,2,0.8,-4,105,-4,-3,102,-1,0,0,101
Cc1cc(C)n2nc(NCc3cccc(Br)c3)nc2n1,19,0.4,-2,100,-1,-1,113,0,-1,-3,102
COc1ccccc1N1CCN(C(=O)c2sc3nc(-c4ccccc4)cn3c2C)CC1,12,2.4,-5,98,-3,-4,98,-2,-5,-5,96
COc1ccc(-n2cc(C(=O)c3ccccc3O)cn2)cc1,9,0.8,-5,100,-4,-1,99,-3,0,-2,98
CSc1nnc(Cn2c(=O)sc3ccccc32)n1C,0,-0.1,-9,100,-9,-10,100,-11,-5,-8,97
O=C(NCC1CCCO1)/C(=C/c1cn(-c2ccccc2)nc1-c1cccnc1)NC(=O)c1ccccc1 (stereo unspecified),23,-0.1,-2,100,-3,-1,100,-1,2,0,99
CCc1nnc(NS(=O)(=O)c2ccc(NC(=O)/C=C/c3ccc(F)cc3)cc2)s1,-1,-0.7,-8,99,-3,-2,103,0,-2,-3,105
Cc1ccccc1-n1ncc2c(SCC(=O)NCc3cccs3)ncnc21,2,0.1,-1,105,-2,2,107,-4,-4,-6,106
CCc1cc2c(=O)c(-c3nc4ccccc4n3C)c(C)oc2c(CN2CCN(C)CC2)c1O,8,2.2,-20,101,-2,-9,100,-12,-5,-10,98
OCCCc1nc2ccccc2n1CCc1ccccc1,2,0.1,-5,101,-8,-6,100,-3,-2,-9,98
O=C(COc1ncnc2cc([N+](=O)[O-])ccc12)NCc1ccc2c(c1)OCO2,1,-0.1,-5,102,8,6,106,5,6,-2,103
CCCc1nc2ccccc2n1CCc1ccccc1,14,0.4,-2,95,-3,-2,97,-5,-3,-1,100
c1ccc(C2Nc3ccccc3-c3nc4ccccc4n32)cc1 (stereo unspecified),5,1.1,-4,107,-2,-5,122,0,-7,-4,109
O=S(=O)(c1ccccc1)c1nc(-c2ccco2)oc1NCCCn1ccnc1,0,0.1,-11,126,-4,-15,118,-8,-5,-6,124
CCOc1cccc(OCCNC2CCCC2)c1,3,0.6,-3,92,-3,-2,95,-1,-1,-4,?
CCOC(=O)CSCC(=O)Nc1nnc(-c2cccc([N+](=O)[O-])c2)s1,18,1.1,-1,109,-2,0,105,-1,0,0,113
CCC(NC(=O)Nc1cc(OC)c(OC)c(OC)c1)(C(F)(F)F)C(F)(F)F,1,0.1,0,99,1,-2,100,-1,-3,-1,95
CC(=O)NC1(NC(C)=O)CCN(C)CC1,-5,-0.7,-1,100,0,-2,101,0,0,0,104
CN(c1ccc([N+](=O)[O-])cc1C(N)=O)C1CCCCC1,1,0.7,-5,103,0,-3,103,-1,0,-1,101
COc1ccc(C)cc1S(=O)(=O)N(CC(=O)Nc1cccc([N+](=O)[O-])c1)c1cc(C)cc(C)c1,2,0.6,-20,98,-3,-9,101,-11,0,-7,95
CCOC(=O)C1=C(C)NC(=O)NC1c1ccc(OC(=O)c2ccco2)cc1 (stereo unspecified),4,0.6,1,103,-4,-7,103,-8,-3,0,101
CC(C)(C)NC(=O)C(c1ccc(F)cc1)N(Cc1ccco1)C(=O)Cn1nnc(-c2cccs2)n1 (stereo unspecified),4,2.4,-6,104,-11,-7,111,-10,-5,-6,107
CCc1ccc(NC(=O)c2ccc3ncsc3c2)cc1,6,0.5,0,91,-1,0,97,0,-2,1,94
Cc1cc(C)n(C(=O)c2ccc(C)c(S(=O)(=O)N3CCCCC3)c2)n1,1,0.3,-5,107,0,-2,102,-3,1,-4,98
Cc1ccc(S(=O)(=O)Oc2ccc(/C=C3\N=C(c4cccc(C)c4)OC3=O)cc2)cc1,8,-0.6,-14,103,1,-2,103,-5,0,-10,99
O=C(CCC(=O)N1CCN(S(=O)(=O)c2cccc(F)c2)CC1)c1cccs1,4,1.3,-6,101,-1,-1,101,-1,0,-3,102
CCN(CC)C(=O)C1CC(=O)N(c2ccc(F)c(Cl)c2)C1 (stereo unspecified),4,0.2,-1,98,2,3,102,2,3,1,101
Cc1ccc(C(=O)N2CCN(Cc3ccc4c(c3)OCO4)CC2)o1,0,0.1,0,103,0,-1,114,1,0,1,101
CC1(C)CC(=O)C2=C(C1)Nc1ncnn1C2c1cccs1 (stereo unspecified),2,0.8,-1,108,8,-1,107,0,1,0,108
CN(C)/C=N/c1c(C#N)cnn1-c1nc2ccccc2s1,2,0.7,-7,98,1,-6,100,0,6,-6,102
COC(=O)c1ccc(CN(c2ccccc2OC)S(=O)(=O)c2cccs2)o1,3,0.8,-14,101,-5,-10,103,-12,-6,-13,103
OCCNC(=S)NCCc1ccccc1,0,-0.1,-3,100,-3,-2,103,0,-7,0,98
CCC(=O)Nc1nc(-c2ccccc2)nc(SC)c1C(C)=O,4,1.3,-3,113,-3,-5,113,-9,-4,-2,114
Fc1ccc(NC(=S)NCc2ccc3c(c2)OCO3)cc1,0,-0.2,-5,99,-2,-4,98,-8,0,-6,?
Cc1ccc(NC(=O)CCC(=O)OCCCC(F)(F)C(F)(F)F)cc1,12,1.7,-17,104,-1,-6,103,-10,-4,-12,97
O=C(Cn1cnc2c(nnn2-c2ccc(F)cc2)c1=O)NCC1CCCO1 (stereo unspecified),11,0.3,2,103,0,-1,101,-1,0,1,104
COCCCNC(=S)NNC(=O)c1ccc2c(c1)OCO2,2,0.5,-6,93,0,0,99,-10,3,0,101
CC1CCCC(NS(=O)(=O)c2ccc3c(c2)OCCO3)C1C (stereo unspecified),5,0.6,-12,100,0,-3,104,-6,-1,-10,100
CC1CCCN(CCSc2ccc(Cl)cc2)C1 (stereo unspecified),9,1.5,-16,98,-3,-9,100,-11,-6,-5,99
O=C(O)CN=C1NC2(CCCC2)Cc2ccccc21,-3,-0.5,1,102,2,1,108,-1,5,4,103
Cc1cccc2cn[nH]c12,1,0.7,-11,99,0,-3,103,-6,-5,-4,101
COC(=O)CCc1c(C)[nH]c(=S)[nH]c1=O,1,0.4,-1,99,-2,-4,102,-5,-1,-4,101
CCCCCOC(=O)CSc1nc2c(c(=O)[nH]c(=O)n2C)n1Cc1ccc(Cl)cc1,4,1.2,-4,99,2,0,101,-2,3,-5,100
COc1ccc2c(c1)C(c1ccc([N+](=O)[O-])cc1)=NNC(c1ccco1)=N2,18,1.8,0,91,-4,-4,98,-1,-1,-2,89
CCc1ccccc1NC(=O)c1nnn(CC(=O)Nc2ccccc2C)c1N,1,0.0,11,99,9,1,94,18,6,6,98
O=C(CN1CCN(Cc2ccc(Cl)cc2)C1=O)NCc1cccs1,1,0.2,-5,104,1,0,101,0,2,-3,103
Cc1ccc(C(=O)CSc2nnc(Cn3nnc4ccccc43)n2C)cc1,4,0.8,-14,103,-1,-14,102,-11,-2,-9,102
O=C(NCCCN1CCN(CCCNC(=O)c2ccc3c(c2)OCO3)CC1)c1ccc2c(c1)OCO2,0,1.1,-1,108,-2,0,107,-5,-6,0,106
COCCCNC(=O)Cn1ncc2c(=O)oc3ccccc3c21,12,1.0,-15,97,-1,-5,101,-10,-4,-10,101
COc1ccc(S(=O)(=O)c2ccc(OC)cc2)cc1,1,0.3,-13,101,0,-9,102,-8,-4,-8,99
Cc1csc(NC(=O)c2cc3c(s2)CCC3)n1,3,0.2,-6,116,-1,-7,108,-5,1,-4,107
COc1ccc2c(c1)C(SCC(=O)NCc1ccccc1)CC(C)(C)O2 (stereo unspecified),6,1.1,-3,99,-4,-6,101,-5,-1,0,97
COc1ccc(C(CCNCc2ccccc2)c2ccc(F)cc2)cc1 (stereo unspecified),6,3.9,-2,104,-4,-3,104,-6,-5,-4,102
CCNC(=S)N1CCN(c2ccccc2OCC)CC1,1,0.1,3,100,1,1,101,-6,5,0,101
Cc1cccc(-n2nnc(C(=O)NC3CCCc4ccccc43)c2N)c1 (stereo unspecified),5,1.2,-9,105,-3,-17,105,-13,-4,-12,105
Cc1ncoc1C(=O)N1CCCC(C(=O)c2ccc(C(F)(F)F)cc2)C1 (stereo unspecified),11,-0.1,-5,101,-2,-3,101,-3,-2,-2,102

Two compounds from above, limited to Bcl-W Bim block and Bcl-B Bim block.
| smiles | Bcl-W Bim block | Bcl-B Bim block |
| --- | --- | --- |
| c1ccc(C2Nc3ccccc3-c3nc4ccccc4n32)cc1 (stereo unspecified) | -2 | 0 |
| Cc1cc(C)n(C(=O)c2ccc(C)c(S(=O)(=O)N3CCCCC3)c2)n1 | 0 | -3 |
